High-throughput results: PubChem, Sanford-Burnham Center for Chemical Genomics
APJ antag: APJ receptor antagonism; actives 0.32% (n = 330,000); CHO-K1 APJ beta-arrestin complementation, luminescence; AID 2521; inhibition, % at 20 µM; P35414;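 active means inhibition above about 40% at 20 µM, limit read from the data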;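 further: cells challenged with 10 nM apelin-13 agonist together with compound; plate controls were apelin-13 plus DMSO wells for no effect and DMSO wells lacking apelin-13 for full effect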
tim23-1 inh: tim23-1 yeast growth inhibition | inhibition, % at 20 µM | AID 463212 | S. cerevisiae tim23-1 growth, BacTiter-Glo luminescence, 24 h | actives 1.3% (n = 330,000);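 active means growth inhibition of the mutant yeast at or above 50%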;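 further: temperature-sensitive mutant grown at 25 °C; plate controls were DMSO-treated mutant yeast for no effect and medium wells lacking yeast for full effect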
EBI2 antag: antagonists of human EBI2 receptor. P32249. EBI2 beta-arrestin recruitment, luminescence, 7a,25-OHC stimulated. inhibition, % at 5 µM. actives 0.81% (n = 360,000). AID 651636; in the data active means inhibition above about 38%;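 further: enzyme fragment complementation signal reports receptor beta-arrestin coupling in cells; 0% = agonist plus DMSO wells and 100% = wells without agonist; some results beyond the cut were filed as inactive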
CXCR6 inh: CXCR6 (human) receptor inhibition; CHO-K1 PathHunter CXCR6 beta-arrestin, luminescence; inhibition, % at 20 µM; actives 0.36% (n = 360,000); in the data active means inhibition above about 34%, passing the limit was not always enough;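 further: antagonist mode with CXCL16 agonist at 10 nM final; 0% = 10 nM CXCL16 with DMSO and 100% = unstimulated wells without agonist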
Target sequence (O00574 whole entry, looked up): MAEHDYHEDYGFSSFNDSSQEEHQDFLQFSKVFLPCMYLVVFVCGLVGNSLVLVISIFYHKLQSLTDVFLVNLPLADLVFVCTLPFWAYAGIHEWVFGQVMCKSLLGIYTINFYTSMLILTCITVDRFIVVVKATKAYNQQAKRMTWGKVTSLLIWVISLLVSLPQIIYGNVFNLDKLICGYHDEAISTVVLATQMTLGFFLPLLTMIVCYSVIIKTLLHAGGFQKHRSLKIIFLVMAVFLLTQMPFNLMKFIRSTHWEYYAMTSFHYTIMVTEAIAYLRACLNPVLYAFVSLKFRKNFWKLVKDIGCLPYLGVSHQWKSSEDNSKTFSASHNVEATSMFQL
CCR6 antagonist: antagonists of human CCR6 receptor | P51684 | CHO-K1 CCR6 PathHunter beta-arrestin, luminescence, CCL20-stimulated | inhibition, % at 20 µM | actives 0.49% (n = 340,000);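 active means compounds whose inhibition of the agonist-driven luminescence signal at 20 µM reaches about 50%, limit read from the data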;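 further: cells stimulated with CCL20 at 14 nM final; plate controls were DMSO with CCL20 for no effect and DMSO without agonist for full effect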
Target sequence (P51684 whole entry, looked up): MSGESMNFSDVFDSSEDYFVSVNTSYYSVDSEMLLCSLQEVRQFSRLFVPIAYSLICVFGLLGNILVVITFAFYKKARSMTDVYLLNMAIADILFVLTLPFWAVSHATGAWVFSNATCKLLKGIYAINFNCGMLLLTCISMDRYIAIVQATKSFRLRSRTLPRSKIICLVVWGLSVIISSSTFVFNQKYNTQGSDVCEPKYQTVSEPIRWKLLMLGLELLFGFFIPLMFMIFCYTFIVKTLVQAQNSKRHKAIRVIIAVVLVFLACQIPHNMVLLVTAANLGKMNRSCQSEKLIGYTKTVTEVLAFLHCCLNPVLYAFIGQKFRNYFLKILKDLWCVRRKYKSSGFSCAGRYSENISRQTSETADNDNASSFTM
APJ agonist: APJ receptor agonism; P35414; activation, % at 20 µM; actives 0.11% (n = 330,000); CHO-K1 APJ PathHunter beta-arrestin, luminescence; 0% DMSO wells, 100% apelin;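 active means activation more than six SD over the plate average, tested at 20 µM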;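 further: 0% = DMSO alone and 100% = apelin-13 at 10 nM; some results filed as inactive read as strong as hits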
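Assay system – PathHunter CHO-K1 APJ (AGTRL-1) beta-arrestin reporter cells · Compound – one dose, 20 µM compound, 1% DMSO · Timing – compound 90 min 25 °C, reagent 1 h · Measured by – luminescence from split beta-galactosidase complementation, Galacton Star/Emerald II substrate · Measure – beta-arrestin recruitment to APJ as agonist activity, luminescent signal · Benchmarks – DMSO vs Apelin-13 10 nM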
Mdm2 MdmX PPI: human Mdm2/MdmX binding inhibition. SaOS-2 split-luciferase Mdm2/MdmX complementation, luminescence. inhibition, % at 8 µM. actives 3% (n = 330,000). O15151+Q00987;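 active means inhibition of at least 50% at 8 µM in the primary screen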
CHOP UPR activ: apoptotic UPR (CHOP) activation | CHO-CHOP luciferase reporter, luminescence; percent of tunicamycin response over DMSO baseline | activation, % at 10 µM | actives 0.34% (n = 330,000);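 active means at 10 µM dose, activation of 40% or more, normalized to positive control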;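 further: 100% = tunicamycin at 10 µg/mL and 0% = DMSO alone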
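measured by = luciferase luminescence | assay system = CHO-CHOP cells, stable luciferase reporter of PERK-eIF2a-CHOP signalling | amount = 500 reporter cells seeded per well | timing = 6 h compound exposure at 37 °C after overnight seeding | controls = positive tunicamycin 10 µg/mL, negative DMSO alone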
XBP1 UPR activ: activators of adaptive arm of unfolded protein response (XBP1); activation, % at 20 µM; CHO-XBP1 luciferase reporter, IRE1-XBP1 UPR activation, luminescence; percent of tunicamycin response, DMSO as zero; AID 463104; actives 0.33% (n = 330,000);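 active means versus positive control, 20 µM dose yields 30% or more activation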;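 further: 100% = tunicamycin at 10 µg/mL and 0% = DMSO only wells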
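Material: CHO cell line with stable XBP1 luciferase reporter; schedule: 16-18 h cell attachment at 37 °C, then 6 h compound exposure; signal: glow luminescence from Steady-Glo reagent; medium: serum-containing F12 medium, 10% FBS; benchmarks: tunicamycin 10 µg/mL and vehicle-only wells; read-out: percent activation relative to tunicamycin reference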
* = called active by the depositor; . = not tested or not shown; & = joins results of further samples. These rows are one share of the data; count on the stated rates, not on these rows.

SMILES | APJ antag | tim23-1 inh | EBI2 antag | CXCR6 inh | CCR6 antagonist | APJ agonist | Mdm2 MdmX PPI | CHOP UPR activ | XBP1 UPR activ
COC(=O)C1=C(c2ccc(C(C)=O)cc2)C[C@@H]2CC[C@H]1N2C(=O)NCC1CC1 | 4 | 17 | -8 | -2 | -4 | -1 | 9 | -1.0 | -2
COc1ccc(NC(=O)N2C[C@@H]3C[C@@H](C2)c2cccc(=O)n2C3)cc1 | -12 | -19 | 1 | 1 | -5 | -2 | 8 | 1.8 | -3
Cc1c(/C=N/O)c2ccccc2n1C | 8 | -6 | -8 | -9 | 3 | 2 | 3 | 2.4 | -1
c1ccc(CCN2CCC3(CC2)OCCO3)cc1 | -21 | -4 | -4 | 7 | 6 | -1 | 1 | -0.6 | 1
O=C(O)COc1ccc(Cl)cc1Cl | -20 | -5 | -12 | -5 | 2 | -6 | -5 | -1.0 | 2
Cc1c(N=Nc2c(O)[nH]c(=O)[nH]c2=O)c(=O)n(-c2ccccc2)n1C | 1 | -7 | -2 | 9 | 23 | -5 | 4 | 1.1 | -1
CN1CC(C(=O)c2cccc(C(F)(F)F)c2)C(c2ccc(Cl)cc2)C1 (configuration not stated) | -13 | 18 | -15 | 6 | 14 | -1 | -8 | -1.7 | 0
Cc1ccsc1C(=O)C1CCCN(Cc2ccc(O)cc2)C1 (configuration not stated) | -2 | 23 | -1 | -6 | 8 | 1 | -15 | 0.0 | -1
[O-]c1ccccc1-[n+]1c(-c2ccccc2)cc(-c2ccccc2)cc1-c1ccccc1 | -21 | 16 | -2 | 0 | 15 | 0 | 90* | -1.0 | 3
O=C(O)Cc1cnc[nH]1 | 11 | 6 | 1 | -3 | 2 | 3 | -6 | 3.0 | -4
CCOc1ccc(C2(C#N)CC[N+](C)(C)CC2)cc1 | -5 | 9 | -5 | -5 | 3 | -1 | 1 | -3.0 | 1
O=C(Nc1ccc(Cl)cc1)Nc1nccs1 | -7 | 14 | -2 | -11 | -30 | -2 | 19 | 5.1 | 4
COCCOC(=O)C1=C(N)OC(C)=C(C(=O)OC)C12C(=O)Nc1ccccc12 (configuration not stated) | -16 | 2 | -3 | -6 | 10 | 11 | 6 | -1.0 | -3
CSc1nc2ccc(C)cc2c(=O)n1-c1cccnc1 | -11 | 13 | -2 | 1 | -3 | 2 | -7 | 2.6 | -1
COc1ccc(-n2c(=O)[nH]c3ccccc3c2=O)c(OC)c1 | 10 | -31 | 10 | -7 | -17 | 1 | 21 | -0.6 | -1
N[C@@H]1CC[C@@]2(O)[C@H]3Cc4ccc(O)c5c4[C@@]2(CCN3CC2CC2)C1O5 (some centres not stated) | 7 | -14 | 4 | 1 | 5 | -3 | 22 | 2.3 | 1
Cn1c(O)c(C(c2ccncc2)c2c(O)n(C)c(=S)n(C)c2=O)c(=O)n(C)c1=S | 7 | 11 | -6 | 4 | 10 | 0 | 15 | -2.9 | -5
O=C(Nc1ccccc1Cl)OC1CN2CCC1CC2 (configuration not stated) | -26 | -16 | 5 | 3 | -6 | -4 | -25 | 6.7 | 4
O=[N+]([O-])CCO | 7 | -14 | 10 | -5 | -7 | -2 | 13 | -0.9 | 0
CCCN(CCC)C(=O)Cc1c(-c2ccc(Cl)cc2)nc2c(Cl)cc(Cl)cn12 | 1 | 18 | 2 | -3 | 1 | 21 | 16 | 2.5 | -6
O=C1CC(=O)N(Cc2ccccc2)C(=O)N1CCCCCCN1C(=O)CC(=O)N(Cc2ccccc2)C1=O | -3 | -12 | 8 | -3 | 4 | -6 | 13 | -0.4 | 0
CC(=O)Nc1ccccc1C(=O)OCC(=O)c1ccc2ccccc2c1 | -7 | 3 | 7 | -7 | -3 | 0 | 27 | 1.9 | 6
CCCc1nc2ccccc2c(=O)n1-c1ccc(OC)cc1 | 24 | 0 | 2 | 8 | 23 | 3 | -24 | 1.4 | -2
CC(C)CNc1c2c(nc3ccccc13)CCC2 | -20 | -7 | -11 | 1 | 8 | -4 | 24 | 1.5 | -1
COc1cc(OC)c(OC)cc1CNCCc1ccc2c(c1)OCO2 | 12 | -17 | -4 | -1 | 4 | -3 | 12 | -0.6 | -5
(cont.)
SMILES | APJ antag | tim23-1 inh | EBI2 antag | CXCR6 inh | CCR6 antagonist | APJ agonist | Mdm2 MdmX PPI | CHOP UPR activ | XBP1 UPR activ
CN1/C(=C\C=C2C(=O)NC(=S)NC2=O)C(C)(C)c2ccccc21 | 16 | 11 | 2 | 11 | 10 | -5 | 18 | -0.1 | -2
OCCNCCc1c[nH]c2ccc(OCc3ccccc3)cc12 | -14 | 14 | -9 | -14 | -2 | -2 | 16 | -0.1 | 0
CCCCn1c(O)c(C(C)=NCc2ccc(F)cc2)c(=O)[nH]c1=O | 8 | 11 | 4 | -7 | 15 | 1 | 10 | -0.3 | -3
CCSC(=O)N1CCCCCC1 | 9 | -10 | -5 | -5 | 0 | -1 | 5 | 4.2 | -2
Cn1c(O)c(C(=O)c2ccccc2F)c(=O)n(C)c1=O | -2 | 5 | -7 | -4 | -18 | -2 | 5 | -2.1 | -3
COc1ccccc1NC(=O)N1C[C@@H]2C[C@@H](C1)c1cccc(=O)n1C2 | 5 | -13 | 1 | 3 | -11 | -3 | 0 | 0.2 | -1
C=C(C=O)C[C@@H]1C[C@H](O)C2OC3C[C@]4(C)OC5/C=C\CC6OC7C(CC=CCC6OC5CCCC4OC3CC2O1)OC1CC2OC3CC(=O)OC3C[C@@H](C)C[C@@]2(C)OC1C[C@@H]7C (some centres not stated) | -12 | 1 | . | . | 47 | 21* | 100* | -9.4 | -9
C[C@]12CCC3C(CC[C@H]4C[C@@H](O)CC[C@]34C)C1CC[C@@H]2OC(=O)[C@H](N)CCCCN (some centres not stated) | -1 | -175 | 0 | -2 | 2 | 14 | 43 | 3.1 | 1
NC(=O)Cn1cc(C(=O)c2ccccc2F)c2ccccc21 | -6 | 7 | 5 | -6 | 4 | -2 | 25 | -1.5 | 0
CN1CCN(c2cc(N3CCCC3)c([N+](=O)[O-])cc2F)CC1 | 17 | -19 | -11 | -1 | 1 | -1 | 22 | 0.6 | 1
O=C(N/N=C/c1c(O)n(Cc2ccccc2)c(=O)[nH]c1=O)c1ccccc1 | 12 | -3 | 6 | 8 | 0 | -6 | 20 | -0.9 | -2
O=[N+]([O-])NC1=NCN(Cc2ccco2)CN1Cc1ccco1 | -15 | 7 | -4 | 8 | -2 | -2 | 20 | 1.8 | -2
COc1cc(CN2CCN(C(=O)COc3ccccc3)CC2)cc(OC)c1OC | 11 | -5 | 4 | 1 | 19 | 2 | 14 | -1.8 | -2
COc1ccc(C2C(C(=O)N3CCC4(CC3)OCCO4)CC(=O)N2c2ccc(OC)cc2)cc1 (configuration not stated) | 5 | 2 | -6 | -4 | -2 | -3 | 3 | 0.0 | -3
CCCCCCn1c(N)c(C(=O)NCCN2CCOCC2)c2nc3ccccc3nc21 | 22 | 12 | 11 | 3 | -9 | -2 | 58* | -1.8 | 4
CCOC(=O)N1CCC(NC(=O)CCc2nc(C3=CCN(C)CC3)no2)CC1 | -1 | -1 | 0&-1 | 0&4 | -1&11 | -5 | 13 | -1.0 | -1
COC(=O)C1=C(c2ccc(F)cc2F)C[C@@H]2CC[C@H]1N2C(=O)NCc1ccco1 | 0 | 17 | 9 | -2 | 4 | -4 | -1 | 0.0 | -1
COC(=O)C1=C(c2ccc(-c3ccccc3)c(F)c2)C[C@@H]2CC[C@H]1N2C(=O)NC(C)C | 3 | 23 | -1 | -8 | 21 | -2 | 10 | -1.4 | -4
Cc1nn(C)cc1/C=C1/CC2C3CC=C4CC(O)CCC4(C)C3CCC2(C)C1=O (configuration not stated) | -19 | 3 | 11 | 0 | -5 | -1 | 35 | -2.7 | -1
COC(=O)C1=C(c2c(C)noc2C)C[C@@H]2CC[C@H]1N2C(=O)NC1CC1 | 2 | 11 | 3 | 1 | -5 | -4 | -7 | 0.6 | -1
Cc1ccc(-n2c(O)c(/C=N/NC(=O)c3ccncc3)c(=O)[nH]c2=O)cc1 | 3 | 9 | -8 | 15 | -4 | -1 | 1 | -1.3 | -1
COC(=O)C(Cc1ccc(N(CCCl)CCCl)cc1)N=Cc1ccccc1O (configuration not stated) | 8 | 3 | 2 | 0 | 7 | 0 | 93* | -3.5 | -9
CC(=O)OCC(=O)[C@H]1CC[C@H]2[C@@H]3CC[C@H]4C[C@H](O)CC[C@]4(C)[C@H]3C(=O)C[C@]12C | -1 | 31 | 9 | 4 | -6 | 6 | -12 | 0.2 | -5
COc1cccc(NP(=O)(Oc2ccccc2Cl)Oc2ccccc2Cl)c1 | 7 | 20 | 16 | -7 | -26 | 2 | -5 | 0.3 | -2

Of the compounds above, these contain a nitro group on carbon:
SMILES | APJ antag | tim23-1 inh | EBI2 antag | CXCR6 inh | CCR6 antagonist | APJ agonist | Mdm2 MdmX PPI | CHOP UPR activ | XBP1 UPR activ
O=[N+]([O-])CCO | 7 | -14 | 10 | -5 | -7 | -2 | 13 | -0.9 | 0
CN1CCN(c2cc(N3CCCC3)c([N+](=O)[O-])cc2F)CC1 | 17 | -19 | -11 | -1 | 1 | -1 | 22 | 0.6 | 1

Reformatted tab-delimited: part of the list above
SMILES	APJ antag	tim23-1 inh	EBI2 antag	CXCR6 inh	CCR6 antagonist	APJ agonist	Mdm2 MdmX PPI	CHOP UPR activ	XBP1 UPR activ
COc1ccc(NC(=O)N2C[C@@H]3C[C@@H](C2)c2cccc(=O)n2C3)cc1	-12	-19	1	1	-5	-2	8	1.8	-3
Cc1c(/C=N/O)c2ccccc2n1C	8	-6	-8	-9	3	2	3	2.4	-1

Results in CHOP UPR activ, APJ agonist and CXCR6 inh, for 3 of the compounds above:
mol,CHOP UPR activ,APJ agonist,CXCR6 inh
NC(=O)Cn1cc(C(=O)c2ccccc2F)c2ccccc21,-1.5,-2,-6
O=[N+]([O-])NC1=NCN(Cc2ccco2)CN1Cc1ccco1,1.8,-2,8
C=C(C=O)C[C@@H]1C[C@H](O)C2OC3C[C@]4(C)OC5/C=C\CC6OC7C(CC=CCC6OC5CCCC4OC3CC2O1)OC1CC2OC3CC(=O)OC3C[C@@H](C)C[C@@]2(C)OC1C[C@@H]7C (some centres not stated),-9.4,21*,.
